# CHRM1 agonist: activates human CHRM1 receptor. P11229. CHO-K1 hM1, Fluo-8 calcium fluorescence, agonist mode; 0% DMSO, 100% acetylcholine EC100. activation, % at 3 µM. 360,000 tested, 0.33% active. AID 588814;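 active means activation above the run's mean compound activation plus 3 SD, cut at about 16% in these data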;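 further: peak over basal fluorescence ratio within a 140 s kinetic read after compound addition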
# Target sequence (P11229 whole entry, looked up): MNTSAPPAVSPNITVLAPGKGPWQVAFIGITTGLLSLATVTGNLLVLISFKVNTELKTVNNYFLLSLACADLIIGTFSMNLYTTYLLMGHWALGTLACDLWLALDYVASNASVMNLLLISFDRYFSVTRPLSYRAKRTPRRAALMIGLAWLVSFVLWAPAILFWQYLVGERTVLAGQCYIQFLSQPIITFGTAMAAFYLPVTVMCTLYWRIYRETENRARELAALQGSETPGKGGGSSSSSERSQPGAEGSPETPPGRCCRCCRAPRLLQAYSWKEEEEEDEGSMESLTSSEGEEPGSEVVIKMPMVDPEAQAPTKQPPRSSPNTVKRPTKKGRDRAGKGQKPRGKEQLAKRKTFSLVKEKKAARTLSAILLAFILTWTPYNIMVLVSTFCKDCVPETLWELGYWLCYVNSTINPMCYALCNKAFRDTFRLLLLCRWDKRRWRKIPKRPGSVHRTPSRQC
# CHRM1 PAM: potentiates human M1 receptor response to acetylcholine; CHO-K1 hM1, Fluo-8 calcium fluorescence, ACh EC20; 0% = ACh EC20, 100% = maximal ACh; 360,000 tested, 0.088% active; activation, % at 3 µM; in the data active means activation above about 19%, passing the limit was not always enough
# M1 ag parental: M1 agonist counterscreen hit in parental CHO-K1 cells. AID 602248. 360,000 tested, 0.48% active. activation, % at 3 µM. Fluo-8 calcium fluorescence; scaled to maximal ATP response, vehicle zero; in the data active means activation above about 15%;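 further: untransfected CHO-K1 host cells lacking M1 receptor as counterscreen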
# CHO-K1 Ca antag: M1 antagonist counterscreen hit in parental CHO-K1 cells; inhibition, % at 3 µM; ATP-induced calcium, Fluo-8 fluorescence; 360,000 tested, 0.6% active; AID 602250;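 active means inhibition above a per-plate cutoff, the plate's mean sample inhibition plus 3 SD, cut at about 24% in these data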;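 further: 0% = DMSO plus EC80 ATP and 100% = DMSO alone without ATP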
# TAAR1 agonist: human TAAR1 agonism; Q96RJ0; CHO RD-HGA16 TAAR1, Fluo-8 calcium fluorescence; vehicle wells 0%, saturating PEA agonist 100%; activation, % at 3 µM; 360,000 tested, 0.99% active; AID 624467;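 active means activation above the mean activation of all test compounds in the run plus 3 SD, cut at about 38% in these data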
# Target sequence (Q96RJ0 whole entry, looked up): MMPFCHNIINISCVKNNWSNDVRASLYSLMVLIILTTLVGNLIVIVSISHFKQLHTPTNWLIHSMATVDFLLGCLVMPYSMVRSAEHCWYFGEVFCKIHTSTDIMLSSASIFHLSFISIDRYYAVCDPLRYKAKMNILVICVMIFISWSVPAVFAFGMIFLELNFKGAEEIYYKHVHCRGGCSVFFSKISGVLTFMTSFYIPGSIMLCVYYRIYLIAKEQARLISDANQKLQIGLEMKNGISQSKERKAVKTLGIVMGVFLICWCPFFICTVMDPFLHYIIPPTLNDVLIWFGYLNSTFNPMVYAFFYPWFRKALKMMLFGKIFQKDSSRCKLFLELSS
#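 Repeats: no replicates (n 1) | Material: CHO-derived RD-HGA16 cells with stable Gα16 and human TAAR1 | Technique: Kinetic Fluo-8 calcium fluorescence | Schedule: 17-24 h seeding, 75 min 37 °C dye, 30 min RT | Evaluation: % activation from peak over basal fluorescence ratio, DMSO-to-PEA scaled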
# CHO parental Ca: signal in parental CHO cells, OX1R antagonist counter-screen; parental CHO-K1, ATP-induced calcium, Fluo-8 fluorescence; inhibition, % at 5.6 µM; 330,000 tested, 0.63% active; AID 463079;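 active means inhibition above that plate's mean sample inhibition plus 3 SD, cut at about 26% in these data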;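 further: 0% = ATP-challenged DMSO wells and 100% = DMSO wells without ATP; some compounds past the cut are filed as inactive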
#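 Assay system: untransfected parental CHO cell line. Also added: ATP agonist challenge. Dosing: one dose, 5.6 µM nominal. Measured by: Fluo-8 fluorescence. Read-out: % inhibition. Benchmarks: ATP wells versus no-ATP DMSO wells. Repeats: no replicates.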
# M1 PAM parental: nonselective activator or artifact in parental CHO-K1 calcium assay; ATP EC20, Fluo-8 calcium fluorescence; 0% at ATP EC20, 100% at ATP max; activation, % at 3 µM; 360,000 tested, 0.02% active; AID 602247;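 active means activation above the run cutoff, the mean activation of all test compounds plus 3 SD, cut at about 40% in these data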;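 further: peak over basal fluorescence ratio in a 140 s read after ATP addition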
# CHRM1 antagonist: blocks human M1 muscarinic receptor; P11229; AID 588852; CHO-K1 hM1, Fluo-8 calcium fluorescence, ACh EC80 antagonist; 360,000 tested, 1.3% active; inhibition, % at 3 µM;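 active means percent inhibition above its own plate's cutoff, namely the mean of that plate's compound wells plus 3 SD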;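 further: peak over basal fluorescence ratio during 140 s after agonist addition; 0% = ACh EC80 plus DMSO and 100% = DMSO alone without agonist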
# TAAR1 antag: human TAAR1 antagonism | Q96RJ0 | CHO RD-HGA16 TAAR1, Fluo-8 calcium fluorescence, antagonist | inhibition, % at 3 µM | 360,000 tested, 1.5% active | AID 624466;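 active means inhibition above a per-plate cutoff, the mean inhibition of test compounds on that plate plus 3 SD, cut at about 49% in these data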;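 further: 0% = DMSO plus EC80 beta-PEA response and 100% = DMSO alone without agonist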
#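 Test system: RD-HGA16 CHO cells with stable hTAAR1 and Gα16 / Probe or stimulus: EC80 β-phenethylamine stimulus / Times: seeding 17-24 h prior, 75-min 37 °C, 30-min RT dye loading / Detection: Fluo-8 calcium-sensitive fluorescence / Read-out basis: % inhibition scaled between DMSO and EC80 PEA controls / Repeats: singlicate, one well per test compound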
# * = called active by the depositor; x = not tested or not shown.
SMILES,CHRM1 agonist,CHRM1 PAM,M1 ag parental,CHO-K1 Ca antag,TAAR1 agonist,CHO parental Ca,M1 PAM parental,CHRM1 antagonist,TAAR1 antag
CN1CCN(C(=O)c2cc(Cl)ccc2Cl)CC1,-5,2,0.7,-8,6,10,15,-10,-16
COc1ccc(-n2nc([N+](=O)[O-])c(=NCc3ccco3)n2O)cc1,-2,3,-0.1,-10,8,7,20,-2,4
CC1CCN(C(=O)c2ccc(CSc3nc4ccncc4n3Cc3ccc(F)cc3)cc2)CC1,-12,-27,1.0,4,4,-22,13,38*,0
CC(=O)n1nc(-c2ccco2)nc1N,-3,8,0.3,-8,3,-9,12,-12,-21
COc1cccc(CNC(=O)CSc2nnc3c(n2)[nH]c2ccccc23)c1,-8,5,1.2,-6,-2,-14,0,-4,18
CN1CCN(c2ncnc3c2ncn3[C@H]2CN(Cc3ccco3)C[C@@H](CO)O2)CC1,-2,11,0.5,-6,x,x,22,-15,x
COc1ccc(CCNC(=O)NCCc2c[nH]c3ccccc23)cc1OC,-1,7,1.5,5,1,-9,-7,1,5
Cc1c(C(=O)O)[nH]c2c1C(=O)CC(c1ccc(Cl)cc1)C2 (stereo unspecified),-2,7,0.5,-15,1,2,19,-14,10
COc1ccc(CNc2ncnc3c2[nH]c2ccccc23)cc1,6,-14,19*,21,34,24,-11,37*,40
O=C(NCC1CCOCC1)c1cc(COc2cccc(C(F)(F)F)c2)on1,0,1,2.2,-2,5,-7,3,8,-9

# Compounds listed so far that contain a furan ring, fused or not, in the order listed:
SMILES,CHRM1 agonist,CHRM1 PAM,M1 ag parental,CHO-K1 Ca antag,TAAR1 agonist,CHO parental Ca,M1 PAM parental,CHRM1 antagonist,TAAR1 antag
COc1ccc(-n2nc([N+](=O)[O-])c(=NCc3ccco3)n2O)cc1,-2,3,-0.1,-10,8,7,20,-2,4
CC(=O)n1nc(-c2ccco2)nc1N,-3,8,0.3,-8,3,-9,12,-12,-21
CN1CCN(c2ncnc3c2ncn3[C@H]2CN(Cc3ccco3)C[C@@H](CO)O2)CC1,-2,11,0.5,-6,x,x,22,-15,x

# Additional compounds follow.
SMILES,CHRM1 agonist,CHRM1 PAM,M1 ag parental,CHO-K1 Ca antag,TAAR1 agonist,CHO parental Ca,M1 PAM parental,CHRM1 antagonist,TAAR1 antag
CC(=O)Nc1cccc(-c2cc(N3CCN(CCO)CC3)n3nccc3n2)c1,-2,-1,0.1,-3,0,x,-9,-8,4
Cc1cccc(/C(N)=N/OC(=O)c2ccncc2)c1,-2,7,1.8,-6,4,x,28,-13,-13
O=c1cc(Cl)c(-c2ccccc2)nn1Cc1ccc(Cl)cc1,-5,-3,-0.8,-7,1,-35,4,2,25
CCCCN(CC)Cc1ccc(CNC(=S)Nc2cccc(F)c2)o1,-5,1,1.6,-20,31,-15,8,-10,-4
COc1cccc(C(=O)NC2CC3CCC(C2)N3Cc2ccccc2)c1 (stereo unspecified),-6,-5,0.3,-5,0,-12,11,2,14
Cc1[nH]c(C)c(S(=O)(=O)N2CCN(c3ccccc3F)CC2)c1C(=O)N1CCCCC1,-1,7,0.8,-5,5,-15,-14,-2,-4
O=C(NCC(=O)N(c1cnc2ccccc2c1)C(C(=O)NC1CCCC1)c1ccncc1)c1ccco1 (stereo unspecified),-2,2,-0.1,-3,12,-12,10,-4,0
CCOC(=O)CCCNC(=O)c1cncc(Br)c1,-4,2,-0.4,4,6,1,6,0,-15
CNc1c(NS(=O)(=O)c2ccc(OC)c(Cl)c2)c(=O)oc2ccccc12,-1,-5,6.4,-4,7,-12,7,10,11
Cc1ccc(S(=O)(=O)Nc2cccc3c2O[C@H](CN(C)C(=O)Nc2ccc(C(F)(F)F)cc2)[C@@H](C)CN([C@H](C)CO)C3=O)cc1,-8,3,1.3,-10,1,-13,12,-5,9
O=C(Cn1nc(C(=O)O)c2ccccc2c1=O)Nc1cc(Cl)cc(Cl)c1,1,6,0.5,-14,6,-7,21,-3,17
O=C(NNC(=O)c1cc(S(=O)(=O)N2CCCCC2)ccc1Cl)c1ccccc1O,-1,2,-0.1,-2,6,-23,10,-3,9
O=C(NN=Cc1ccccc1O)C(O)(c1ccccc1)c1ccccc1,-7,2,0.5,-12,0,x,-3,-13,5
Cc1ccc(C)c(OCCC(=O)Nc2cc(S(=O)(=O)N3CCCCC3)ccc2C)c1,-5,-2,3.6,-12,1,-16,18,-6,12
O=C(CNC(=O)c1ccccc1F)Nc1ccccc1C(F)(F)F,-1,10,-0.3,-8,4,5,-7,-27,-20
COc1cc(C(=O)Nc2ccncc2)cc(OC)c1OC,-3,-6,0.6,-16,3,0,-1,-7,-34
O=c1[nH]c(CSc2nnc(-c3ccccc3)n2-c2ccccc2)nc2ccccc12,2,10,0.1,4,1,-24,-1,2,-16
COc1cccc(NC(=O)N2CCCCCC2)c1,-3,8,6.4,6,2,4,4,-7,-20
CC(C)(C)c1ccc(OCc2ccc(C(=O)N/N=C/c3ccc([N+](=O)[O-])cc3)o2)cc1,-3,5,0.6,-5,13,-15,-2,-17,53*
COc1ccc(CCN2C(=O)c3ccccc3C2c2nnnn2C(C)C)cc1OC (stereo unspecified),x,x,0.6,-21,3,x,20,x,1
CCCC(C(=O)Nc1ccc(S(=O)(=O)Nc2ncccn2)cc1)c1ccccc1 (stereo unspecified),-6,8,0.5,-9,5,-15,14,-8,-1
CCN(C[C@H]1N[C@@](Cc2ccccc2)(C(=O)OC)[C@H]2C(=O)N(Cc3ccccc3)C(=O)[C@@H]12)S(=O)(=O)c1ccccc1,-2,8,0.6,-11,3,-30,10,-12,-14
C1=NN(c2ccccc2)C=NN1c1ccccc1,-2,7,1.1,-15,3,x,22,-11,-20
Cc1nn(Cc2c(F)c(F)c(F)c(F)c2F)c(C)c1NC(=O)c1ccnn1C,-3,8,0.9,4,1,-2,-6,-6,-9
CCOc1ccc(-c2c[n+]3c(n2-c2ccccc2)CCCCC3)cc1,-10,-13,0.1,3,3,3,5,12,2
CCn1c(SCC(=O)Nc2nc(C)cs2)nnc1-c1ccco1,-1,-3,0.3,0,4,-10,-6,3,7
O=C(c1cccnc1)N1CCC(Oc2ccc(C(=O)N3CCCCO3)cc2)CC1,-4,8,0.9,-8,3,-8,2,-8,-6
Cc1cc(NC(=O)CSc2nc(-c3ccco3)cc(C(F)(F)F)n2)no1,-3,1,-0.3,23,44*,-20,-11,3,18
Cn1c(SCC(=O)c2ccc(F)cc2)nc2cccnc21,3,3,0.7,0,7,-14,-3,-20,5
CN(C)S(=O)(=O)c1ccc(Cl)c(NC(=O)CN2C(=O)NC3(CCc4ccccc43)C2=O)c1 (stereo unspecified),-3,5,0.6,-17,2,-19,3,1,10
O=C(NCCCNC(=O)c1cnccn1)c1ccc(Cl)c(Cl)c1,-2,13,0.8,-3,-1,0,-5,-15,-9
CC(=O)c1cc(-c2ccccc2)n(CC(=O)N2CCCC2)c1C,-5,10,0.1,11,10,0,-12,-4,-2
Cc1cccc(-c2c3c(=O)n(C)c(=O)n(C)c3cn2C(C)(C)C)c1,-7,6,1.0,-6,1,-14,15,-13,-5
Cc1cc(NC(=O)c2cc(-c3ccco3)on2)nn1Cc1ccc(Cl)cc1,-4,-6,0.9,-17,5,-14,7,11,3
CCC(C)N(C(=O)COC(=O)COc1c(C)cc(C)cc1C)C1CCS(=O)(=O)C1 (stereo unspecified),0,9,0.4,8,3,0,12,-6,-16
Cc1cc(C)nc(Nc2nc(-c3ccccc3)cs2)n1,-4,5,0.1,-6,5,-20,10,-1,26
Cc1cc2c3c(c1C)C(=O)C(=O)N3C(C)(C)CC2C (stereo unspecified),-3,8,-0.8,-16,1,-15,16,-10,-24
O=[N+]([O-])c1ccc(Sc2n[nH]c(-c3ccco3)n2)nc1,-4,0,0.6,7,3,-7,-3,-1,13
CCN(CCn1cccn1)C(=O)CCc1nnc(-c2ccccc2)o1,-8,10,0.5,-11,-1,-3,27,-9,-14
NS(=O)(=O)c1ccc(CCNC(=O)c2ccc(Cl)c(S(=O)(=O)NCc3ccco3)c2)cc1,0,6,2.2,-3,2,-13,14,-4,-15
CCc1nc2c(OCCOC)cccn2c1N(C)C(=O)c1ccco1,-3,7,0.6,-9,0,x,11,-15,-6
CC1CCN(S(=O)(=O)c2ccc(NC(=O)CN3CCCC(C)C3)cc2)CC1 (stereo unspecified),-7,-5,0.2,7,5,-12,-6,5,12
Cc1ccc(Cn2c([N+](=O)[O-])cnc2C)cc1,-2,-7,0.5,-9,3,-6,-8,8,-10
COc1ccc(CNCCS(=O)(=O)NC2CCCC2)cc1,-3,7,-0.3,-15,12,x,5,-13,-28
Cc1[nH]n(C(N)=S)c(=O)c1N=Nc1ccc(S(=O)(=O)N2CCCCCC2)cc1,-1,-6,4.2,0,27,1,12,7,1
CCn1c(SCC(=O)N2CCC(C)CC2)nc2c(c1=O)SC(C)C2 (stereo unspecified),-4,0,-0.1,-10,-1,-13,1,1,-61
Cc1nc2ccc(S(=O)(=O)Nc3ccc(-c4nc5cccnc5s4)cc3)cc2s1,0,9,1.7,-2,2,-12,22,-12,12
COc1ccc(/C=C/C(=O)c2cc(Br)ccc2OC(=O)c2ccco2)cc1OC,-6,7,-0.4,-4,5,-9,7,-8,7
Cc1ccc(NC(=O)N2CCC(C(=O)NCC(C)C)CC2)cc1,-3,12,0.3,2,27,-9,-1,-8,-9
O=C(Cn1ccc([N+](=O)[O-])n1)NCc1cccs1,0,4,0.1,-10,11,5,5,-9,-11
# Carrying on:
SMILES,CHRM1 agonist,CHRM1 PAM,M1 ag parental,CHO-K1 Ca antag,TAAR1 agonist,CHO parental Ca,M1 PAM parental,CHRM1 antagonist,TAAR1 antag
COc1cccc(CSc2nnc(-c3ccncc3)n2C)c1,0,0,-0.2,3,1,-5,-10,0,4
COc1cccc(NC(=O)c2nn(-c3ccc(OC)cc3OC)c(=O)c3ccccc23)c1,-8,17,0.7,-14,10,-7,21,-10,-14
CN(C)C(CNC(=O)c1cccc(S(=O)(=O)N2CCN(c3ccccc3)CC2)c1)c1ccccc1 (stereo unspecified),-1,-4,7.2,-12,-1,x,20,5,0
COCCCN1C(=O)C(=O)/C(=C(/O)c2ccc(S(=O)(=O)N3CCCCC3)cc2)C1c1ccc(O)c(OC)c1 (stereo unspecified),-3,3,0.9,-11,2,-9,13,-8,-16
Cc1nccn1-c1cc(C(C)(C)C)nc2c(-c3ccccc3)cnn12,-5,3,0.7,2,3,-10,16,-2,-12
O=C(NCC(=O)N(c1ccc(F)cc1)C(C(=O)NC1CCCC1)c1cccnc1)c1ccco1 (stereo unspecified),-2,7,0.0,-12,-1,-5,-4,-8,-3
Cn1nc(-c2ccccc2)c(C(=O)Nc2ccc(C(F)(F)F)cc2)c1Cl,-3,6,0.2,-20,5,3,12,-10,-8
Cn1nc(C(F)(F)F)c(C(=O)Nc2cccc(C(F)(F)F)c2)c1SCc1ccc(Cl)cc1,-5,-27,2.2,0,11,56*,16,45*,15
CCCOc1ccc(C(=O)NNC(=S)NC(C)=O)cc1,-3,12,-0.9,-5,13,-2,16,-1,-14
